Bioassay records: PubChem BioAssay, several laboratories
Platelet DG rel: modulates dense granule release in human platelets; human platelet-rich plasma, SFLLRN dense granule ATP release, luminescence; inhibition, %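 (compounds screened at 7.5 µM in platelet-rich plasma)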; hit rate 0.22% among 300,000; AID 1663;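 active = mean replicate score, as percent of positive control, at or above 50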
Dyrk1A ADPGlo: Dyrk1A (rat) kinase inhibition; ADP-Glo luminescence, NFATc1 peptide; inhibition, % at 12.5 µM; hit rate 0.43% among 310,000; in the data active = inhibition above about 50%;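 also: plate controls were vehicle with enzyme for no effect and no enzyme for full effect; many of its hits are not listed in these tables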
KCNK9 inh: human KCNK9 channel inhibition; Q9NPC2; HEK293 KCNK9, FluxOR thallium flux fluorescence; stronger effect = lower value; B-score at 10 µM; hit rate 1.2% among 310,000; AID 488922;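 active = ratio B-score over 3 SD below the library mean, with starting fluorescence within 5 SD of its mean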;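 also: negative B-score means less thallium flux so channel inhibition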
TRPC4 block: TRPC4 (mouse) channel inhibition | B-score at 10 µM | hit rate 0.39% among 300,000 | Q9QUQ5 | AID 2247 | HEK293 TRPC4beta/mu-opioid, DAMGO-evoked Fluo4 calcium flux; stronger effect = lower value;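 active = B-score over 3 SD under the library average, no early fluorescence shift, positive overall ratio signal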
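System: stable TRPC4beta/mu-opioid receptor HEK293 cells; Dosing: single-point compound dosing; Measured by: Fluo4 Ca2+ flux fluorescence; Read-out basis: per-well B score of integrated baseline-normalized Fluo4 ratio.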
hERG protect: hERG (human) protection from proarrhythmic block; Q12809; CHO-hERG, FluxOR thallium flux, dofetilide IC70 present; activation (rescue from dofetilide block), less the hit threshold, % at 10 µM; hit rate 0.51% among 310,000; AID 1511;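 active = activation above the mean of controls blocked by dofetilide plus 5 SD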;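 also: thallium influx through hERG after potassium depolarization seen as dye fluorescence rise; in these data hits start at about 4.7%; inactives centre near -7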
TRPC4 potent: allosterically enhances the mouse TRPC4 cation channel | HEK293 TRPC4beta/mu-opioid, DAMGO EC20, Fluo-4 Ca2+ flux; stronger effect = higher value | B-score at 10 µM | hit rate 0.42% among 310,000;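 active = B-score of calcium response area above 5 SD of library B-scores, with initial fluorescence ratio within 5 SD of library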;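 also: B-score of integrated fluorescence ratio over time as area under calcium response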
KCNK3 block: human KCNK3 channel inhibition, primary screen; B-score at 10 µM; CHO-KCNK3 thallium flux, FluxOR fluorescence; stronger effect = lower value; hit rate 0.84% among 340,000;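 active = B-score under library mean minus 4 SD, starting fluorescence ratio at most library mean plus 5 SD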;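 also: more negative B-score means stronger inhibition of thallium flux through KCNK3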
Target sequence (O14649 whole entry, looked up): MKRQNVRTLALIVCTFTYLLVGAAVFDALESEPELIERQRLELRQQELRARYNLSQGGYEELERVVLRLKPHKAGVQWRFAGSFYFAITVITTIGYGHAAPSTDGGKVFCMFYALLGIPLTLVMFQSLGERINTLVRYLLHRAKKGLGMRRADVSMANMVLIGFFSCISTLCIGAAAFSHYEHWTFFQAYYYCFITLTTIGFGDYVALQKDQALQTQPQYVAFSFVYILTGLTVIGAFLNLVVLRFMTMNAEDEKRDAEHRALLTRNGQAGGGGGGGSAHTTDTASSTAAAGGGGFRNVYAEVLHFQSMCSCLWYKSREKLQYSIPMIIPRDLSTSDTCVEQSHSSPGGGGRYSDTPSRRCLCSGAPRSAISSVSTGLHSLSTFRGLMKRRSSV
KCNQ1 act: potentiators or activators of human KCNQ1 potassium channel. hit rate 0.35% among 310,000. B-score at 10 µM. CHO-K1 KCNQ1, thallium flux FluxOR fluorescence; stronger effect = higher value;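 active = fluorescence ratio B-score, a plate-corrected score, at least three library SD, with initial intensity B-score within 5 SD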
Target sequence (P51787 whole entry, looked up): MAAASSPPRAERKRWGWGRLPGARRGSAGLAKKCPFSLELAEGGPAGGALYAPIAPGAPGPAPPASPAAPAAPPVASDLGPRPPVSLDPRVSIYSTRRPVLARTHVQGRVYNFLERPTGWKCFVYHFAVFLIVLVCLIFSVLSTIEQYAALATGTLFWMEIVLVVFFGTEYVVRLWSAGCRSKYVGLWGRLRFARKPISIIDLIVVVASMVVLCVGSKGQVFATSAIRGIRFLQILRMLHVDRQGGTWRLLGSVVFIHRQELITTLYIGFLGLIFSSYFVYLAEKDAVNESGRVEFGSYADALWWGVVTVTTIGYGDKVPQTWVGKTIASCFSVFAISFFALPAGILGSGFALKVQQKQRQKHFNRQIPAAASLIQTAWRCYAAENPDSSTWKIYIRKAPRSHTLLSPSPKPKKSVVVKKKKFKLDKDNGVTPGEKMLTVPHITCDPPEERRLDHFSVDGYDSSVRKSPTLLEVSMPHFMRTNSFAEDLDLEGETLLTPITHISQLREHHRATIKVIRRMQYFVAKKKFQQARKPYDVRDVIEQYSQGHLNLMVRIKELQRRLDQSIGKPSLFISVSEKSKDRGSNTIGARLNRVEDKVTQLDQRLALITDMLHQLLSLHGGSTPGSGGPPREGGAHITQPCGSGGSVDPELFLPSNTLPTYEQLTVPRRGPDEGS
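assay system = KCNQ1-transfected CHO-K1 cells | medium = assay buffer with matched DMSO | probe or stimulus = depolarizing K+/Tl+ stimulus, K2SO4 and Tl2SO4 each 12.5 mM in 5x stock | dosing = single dose | incubation = dye 90 min, compound 20 min, room temperature | detection = kinetic FluxOR fluorescence, 10 s baseline plus 110 s post-stimulus | evaluation = ratio B score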
TRPC4 agonist: activators of mouse TRPC4 channel; HEK293 TRPC4beta/mu-opioid, Fluo4 calcium fluorescence; stronger effect = higher value; Q9QUQ5; B-score at 10 µM; hit rate 0.49% among 310,000; AID 2237;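 active = B-score above 5 SD of library B-scores, and initial fluorescence ratio not above library mean plus 5 SD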;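 also: positive B-score marks a calcium rise read as TRPC4 activation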
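Incubation: 45 min room-temperature Fluo4 loading, 110 s read / System: HEK293 cells stably co-expressing mouse TRPC4beta and mu-opioid receptor / Signal: Fluo4 fluorescence, kinetic / Control set: buffer (low) and maximal DAMGO (high) / Measure: integrated baseline-normalised fluorescence ratio, converted to per-well B score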
PolyA inhibitor: blocks polyadenylation in yeast reporter cells | S. cerevisiae SKY197-pL101 polyadenylation reporter, beta-gal luminescence; efflux-impaired pdr1/pdr3 knockout yeast; score 100 = 6 SD above DMSO | calls only at 12 µM | hit rate 0.02% among 300,000 | AID 1875;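 active = lowest replicate activity score at least 50, where 100 means six control SD above control mean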;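 also: yeast exposed to compound for 9 h at 30 °C; higher score means more reporter readthrough which indicates perturbed polyadenylation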
KCNQ1 inh: blocks the human KCNQ1 potassium channel. CHO-K1 KCNQ1, FluxOR thallium flux fluorescence; stronger effect = higher value. hit rate 1.3% among 310,000. P51787. B-score at 10 µM;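 active = compounds whose thallium flux B-score, printed positive for inhibition, exceeds three library SD while starting fluorescence stays within three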;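 also: channel opened by potassium depolarization with thallium stimulus after 20 min compound exposure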
* marks the source's active call; other numbers are inactive results; i = inactive; · = not tested or not shown.

Value order – Platelet DG rel	Dyrk1A ADPGlo	KCNK9 inh	TRPC4 block	hERG protect	TRPC4 potent	KCNK3 block	KCNQ1 act	TRPC4 agonist	PolyA inhibitor	KCNQ1 inh
N=C(N)c1ccc(/C=C/c2ccc(C(=N)N)cc2O)cc1
    10	14	i	i	0	i	i	i	i	i	i
CC(=O)Nc1ccc(N(C(=O)CNC(=O)c2ccco2)C(C(=O)NCc2ccco2)c2ccccc2F)cc1 (stereo not given)
    2	3	i	i	-9	i	i	i	i	i	i
COc1c(Br)cc([N+](=O)[O-])c(OC)c1C(=O)NC(=O)Nc1c(Cl)cccc1Cl
    ·	1	i	i	-11	i	i	i	i	i	i
Cc1cccc(NC(=O)C2Cc3ccccc3O/C2=N\O)c1 (stereo not given)
    1	3	i	i	-10	i	i	i	i	i	i
O=c1c2ccccc2c(C=Nc2cccc(S(=O)(=O)NC3=NCCCCC3)c2)c(O)n1Cc1ccccc1
    -5	7	i	i	-14	i	i	i	i	i	i
CC1CC(C)CN(S(=O)(=O)c2ccc(C(=O)N3CCOCC3)cc2)C1 (stereo not given)
    -10	-2	i	i	-10	i	i	i	i	i	i
CCOC(=O)C1CCCN(c2c(NCCN(CC)c3ccccc3)c(=O)c2=O)C1 (stereo not given)
    4	2	i	i	-5	i	i	i	i	i	i
CCN(CC)CCNc1nc2cc(OC)c(OC)cc2c2nc(-c3ccccc3)nn12
    4	9	i	i	-19	i	i	i	i	i	i
CCOc1nc(N2CCOCC2)nc(N2CCOCC2)n1
    4	-3	i	i	-2	i	i	i	i	i	i
CC(C)(C)NC(=O)CN(C(=O)c1csnn1)c1cccc2c1CCCC2
    -7	3	i	i	-4	i	i	i	i	i	i
COC(=O)c1c(S(N)(=O)=O)c2ccccc2n1C
    -1	-3	i	i	-4	i	i	i	i	i	i
O=C(CSc1nc2cc3ccccc3cc2[nH]1)Nc1ccc(F)cc1
    -1	4	i	i	-2	i	i	i	i	i	i
C=CCc1ccc(OCCCCCN2CCOCC2)c(OC)c1
    -12	1	i	i	-2	i	i	i	i	i	i
COCCNC(=O)CN1N=C(c2ccc(C)cc2)CCC1=O
    -1	-4	i	i	-6	i	i	i	i	i	i
CC(C)(C)c1ccc(C(=O)NCCCn2ccnc2)cc1
    -6	1	i	i	-2	i	i	i	i	i	i
O=C(NCc1ccc(F)cc1)c1cccc(NC2=NC3CS(=O)(=O)CC3S2)c1 (stereo not given)
    -9	0	i	i	-12	i	i	i	i	i	i
CC(C)(C)NC(=O)CSc1ncnc2c1nnn2Cc1ccccc1Cl
    -3	·	i	i	-11	i	i	i	i	i	i
Cc1ccccc1NC(=O)Cc1ccccc1
    13	0	i	i	-7	i	i	i	i	i	i
NCCc1nnc(SCc2ccccc2F)o1
    3	-7	i	i	-6	i	i	i	i	i	i
Cc1cc(NC(=O)/C=C/c2ccccc2Cl)no1
    7	-1	i	i	-5	i	i	i	i	i	i

Record cards, from the list above. Order of values: Platelet DG rel, Dyrk1A ADPGlo, KCNK9 inh, TRPC4 block, hERG protect, TRPC4 potent, KCNK3 block, KCNQ1 act, TRPC4 agonist, PolyA inhibitor, KCNQ1 inh
Shown for NCCc1nnc(SCc2ccccc2F)o1 : 3, -7, i, i, -6, i, i, i, i, i, i
Shown for CCOC(=O)C1CCCN(c2c(NCCN(CC)c3ccccc3)c(=O)c2=O)C1 (stereo not given) : 4, 2, i, i, -5, i, i, i, i, i, i

New compounds follow
Value order – Platelet DG rel	Dyrk1A ADPGlo	KCNK9 inh	TRPC4 block	hERG protect	TRPC4 potent	KCNK3 block	KCNQ1 act	TRPC4 agonist	PolyA inhibitor	KCNQ1 inh
Cc1cccc(-c2noc(CCC(=O)NCC3CCCO3)n2)c1 (stereo not given)
    1	3	i	i	-11	i	i	i	i	i	i
CC1CCCC(C)N1C(=O)CSc1nnc(COc2cccc3cccnc23)o1 (stereo not given)
    -2	-3	i	i	-13	i	i	i	i	i	i
O=C(CNC(=O)c1ccco1)OCc1cccc(Cl)c1
    -5	-2	i	i	-13	i	i	i	i	i	i
O=C(CN(c1ccccc1)S(=O)(=O)c1ccc(F)cc1)NC1CCCCCC1
    11	-2	i	i	-3	i	i	i	i	i	i
CCN(CC)CCSc1nnc2c3ccccc3n(Cc3ccccc3)c2n1
    17	-2	i	i	-20	i	i	i	i	i	i
CC(=O)Nc1cccc(NC(=O)CCN2C(=O)c3ccccc3S2(=O)=O)c1
    1	-2	i	i	-8	i	i	i	i	·	i
COc1ccc(C)cc1NC(=O)c1nn(C)cc1Br
    -4	-4	i	i	-10	i	i	i	i	i	i
CN1CCN(CC(=O)Nc2sc3c(c2C(=O)Nc2ccccc2)CCCC3)CC1
    22	-4	i	i	-15	i	i	i	i	i	i
COCCN(C(=O)c1csnn1)C(C(=O)NC1CCCCC1)c1ccccc1F (stereo not given)
    -7	3	i	i	-5	i	i	i	i	i	i
CCCCCCOc1ccc(N2C(=O)CC(SC(=NCC)NCC)C2=O)cc1 (stereo not given)
    -2	-2	i	i	-16	i	i	i	i	i	i
Cc1n[nH]c(C)c1CCCCOc1ccccc1
    -4	2	i	-7*	-11	i	i	i	i	i	i
O=C(O)c1cccnc1SCC(=O)C12CC3CC(CC(C3)C1)C2
    8	1	i	i	-10	i	i	i	i	i	i
CCCCN(C(=O)COc1ccc(NC(C)=O)cc1)C1CCS(=O)(=O)C1 (stereo not given)
    7	1	i	i	-15	i	i	i	i	i	i
O=C(CCCCCn1c(=S)[nH]c2ccc(N3CCOCC3)cc2c1=O)NCc1ccccc1Cl
    -3	15	i	i	1	i	i	i	i	i	i
O=c1c(Cc2ccccc2)c(O)c2cccc3c4c(n1c23)CCCC4
    -4	6	i	i	-4	i	i	i	i	i	i
COc1ccc(-c2cc3ccccc3n2CC(O)CN2CCC(C)CC2)cc1 (stereo not given)
    0	15	i	i	-16	i	i	i	i	i	i
Cc1ccc(S(=O)(=O)NC2CCCCCCC2)cc1
    3	6	i	i	-8	i	i	i	i	i	i
COc1ccc(C2(C)NC(=O)N(CC(=O)Nc3ccc(Br)cc3F)C2=O)cc1OC (stereo not given)
    19	-6	i	i	-9	i	i	i	i	i	i
COc1ccc(C2CC(c3cccs3)=NN2C(=O)c2ccc(Br)o2)cc1 (stereo not given)
    4	-3	i	i	-5	i	i	i	i	i	i
O=C(Nc1cc2c3c(c1)CC(=O)N3CCC2)c1ccccc1F
    -7	6	i	i	-2	i	i	i	i	i	i

Value order – Platelet DG rel	Dyrk1A ADPGlo	KCNK9 inh	TRPC4 block	hERG protect	TRPC4 potent	KCNK3 block	KCNQ1 act	TRPC4 agonist	PolyA inhibitor	KCNQ1 inh
Cc1cc(=O)oc2c1ccc1oc(/C(=N/O)c3ccccc3)c(C)c12
    -1	0	i	i	-10	i	i	i	i	i	i
Cc1ccccc1N1CCN(C(=O)C2CCCCC2)CC1
    -2	1	i	i	-3	i	i	i	i	i	i
CCN(CC(=O)NCc1ccc(Cl)cc1)S(=O)(=O)c1ccc(NC(C)=O)cc1
    2	6	i	i	-19	i	i	i	i	i	i
O=C(NCc1cccnc1)C1CCN(C(=O)c2ccc(Cl)cc2Cl)CC1
    2	-1	i	i	-4	i	i	i	i	i	i
CC(C)N(C(=O)c1ccccc1-c1ccccc1)C(C)C
    5	5	i	i	-7	i	i	i	i	i	i
CCC(Oc1ccccc1OC)C(=O)Nc1ccc2c(c1)OCCO2 (stereo not given)
    0	4	i	i	-14	i	i	i	i	i	i
CC(=O)c1cnc2cc(-c3ccc(Cl)cc3)nn2c1C
    12	-8	i	i	-3	i	i	i	i	i	i
Cc1cc(C)n2nc(SC(C)C(=O)NC3CCCCC3C)nc2n1 (stereo not given)
    ·	-6	i	i	-10	i	i	i	i	i	i
CCOC(=O)c1ccc(CSc2ncn[nH]2)o1
    11	-1	i	i	-3	i	i	i	i	i	i
Cc1cccc(C)c1NC(=O)CNC(=O)Cc1ccccc1[N+](=O)[O-]
    -4	-6	i	i	-4	i	i	i	i	i	i
CSCC[C@H](NC(=O)CCn1nnc2ccccc2c1=O)C(=O)O
    -1	5	i	i	-5	i	i	i	i	i	i
CCOC(=O)C1CCN(C(=O)c2sccc2Cl)CC1
    ·	9	i	i	-7	i	i	i	i	i	i
N#Cc1ccccc1Cn1c(=O)n(-c2ccc(CC(=O)NCc3ccco3)cc2)c(=O)c2sccc21
    5	-3	i	i	-8	i	i	i	i	i	i
CCCOC1CCCN(C(=O)CCCn2nnnc2CN2CCOCC2)C1 (stereo not given)
    -9	-4	i	i	-4	i	i	i	i	i	i
Cc1nn(C(C)C(=O)NCc2ccccc2)c(C)c1[N+](=O)[O-] (stereo not given)
    -3	-6	i	i	-2	i	i	i	i	i	i
O=C(CSc1ccccc1)Nc1ccc(N2CCN(c3ccccc3)CC2)c(F)c1
    1	1	i	i	-13	i	i	i	i	i	i
O=C(CSc1nc2ccccc2s1)NCC1CCCO1 (stereo not given)
    24	0	i	i	-11	i	i	i	i	i	i
Cc1ccc(C)n1NC(=O)c1ccc(O)cc1
    -7	1	i	i	-6	i	i	i	i	i	i
CN(C)c1ccc(C(=O)OCC(=O)c2cccs2)cc1
    13	-3	i	i	-13	i	i	i	i	i	i
CCOC(=O)N1CCN(C(=O)CSCC(=O)Nc2nc(-c3ccccc3)cs2)CC1
    -3	6	i	i	-6	i	i	i	i	i	i

Value order – Platelet DG rel	Dyrk1A ADPGlo	KCNK9 inh	TRPC4 block	hERG protect	TRPC4 potent	KCNK3 block	KCNQ1 act	TRPC4 agonist	PolyA inhibitor	KCNQ1 inh
O=C(Nn1c(C2CCCCC2)nc2ccccc2c1=O)c1ccc(Cl)c([N+](=O)[O-])c1
    -7	-1	i	i	-12	i	i	i	i	i	9*
COc1ccc2nc(N/C(N)=N/C(=S)Nc3ccccc3)nc(C)c2c1
    1	4	i	i	-12	i	i	i	i	i	i
CCc1ccc(C(C)NC(=O)c2ccc3c(c2)OCO3)cc1 (stereo not given)
    13	-9	i	i	0	i	i	i	i	i	i
O=c1c2ccccc2nc2n1CC/C2=C/N1CCN(c2cccc(C(F)(F)F)c2)CC1
    -4	-1	i	i	-10	i	i	i	i	i	i
C=CCNC(=O)NS(=O)(=O)c1ccc(C)cc1
    3	-15	i	i	-15	i	i	i	i	i	i
CCc1ccccc1NC(=O)COc1ccc2c(c1)OCO2
    -2	-2	i	i	-3	i	i	i	i	i	i
Cc1cc(C)n(C(=O)c2ccc(C)c(S(=O)(=O)N3CCCCC3)c2)n1
    -2	-3	i	i	-10	i	i	i	i	i	i

These rows are one share of the data. The share of hits here may be higher or lower than overall.
